Compound activity as filed in PubChem BioAssay.
RGS4-Gao reg: human RGS4-Galphao interaction regulation. P09471. Multiplexed bead flow cytometry, RGS4-Galphao binding; actives lie on both sides. binding response (% of control), % at 10 µM. actives 0.33% (n = 220,000); in the data active = binding response below about 49% or above about 150%; inactive = in between;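 also: fluorescent Galphao activated with aluminum fluoride binding bead-coupled RGS4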
Bim-Bcl-XL: human Bim-Bcl-XL interaction inhibition. inhibition, % at 10 µM. Bim peptide-Bcl-XL binding, bead flow cytometry, fluorescence. Q07817. actives 0.04% (n = 190,000)
Target sequence (Q07817 whole entry, looked up): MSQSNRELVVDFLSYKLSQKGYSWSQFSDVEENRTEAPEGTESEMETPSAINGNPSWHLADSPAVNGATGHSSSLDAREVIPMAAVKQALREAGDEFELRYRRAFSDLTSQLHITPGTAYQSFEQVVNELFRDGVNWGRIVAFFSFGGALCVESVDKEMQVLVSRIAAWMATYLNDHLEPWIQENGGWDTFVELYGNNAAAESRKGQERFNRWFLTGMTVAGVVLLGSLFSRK
ABCG2 block: human ABCG2 inhibition, ABCB1 as counter-screen; AID 1325; actives 0.1% (n = 190,000); IgMXP3 cells, JC-1 efflux, flow cytometry; Q9UNQ0; inhibition, % at 6.6 µM;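 active = inhibition above 80%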;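 also: 0% = DMSO and 100% = nicardipine control wells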
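Times: 10 min at 25 °C | Test system: Two drug-resistant human cell lines, ABCG2 and ABCB1 | Quantity: 3 million cells/mL final, two lines in 1:1 ratio | Signal: Flow cytometry, 530 nm JC-1 signal | Dosing: Compound at 6.6 µM | Controls: Nicardipine and DMSO wells | Reagent: JC-1 as fluorescent efflux pump substrate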
Bim-Bfl-1: disrupts Bim binding to human Bfl-1. Q16548. Bead-based flow cytometry, Bim-Bfl-1 binding inhibition. inhibition, % at 10 µM. actives 0.12% (n = 190,000);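 also: 0% = wells without compound plus tracer and 100% = blocker peptide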
GSH fluor: compound fluoresces at 488/530 nm on GSH beads; AID 1776; actives 0.25% (n = 190,000); fluorescence (KMESF) at 10 µM; GSH beads flow cytometry, compound fluorescence 488/530 nm; hits give high values; in the data active = fluorescence above about 89;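 also: glutathione beads carrying GST-tagged Bcl family fusion proteins plus one bare bead set; values are compound well signal with DMSO vehicle wells as background; inactives centre near 16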
Bim-Bcl-W: inhibitors of Bim-Bcl-W interaction, human | Q92843 | bead-based flow cytometry, Bim peptide-Bcl-W binding | inhibition, % at 10 µM | actives 0.02% (n = 190,000) | AID 952;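 also: 0% = bound tracer without compound and 100% = peptide blocker; higher means less fluorescent Bim peptide bound to Bcl-W beads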
Target sequence (Q92843 whole entry, looked up): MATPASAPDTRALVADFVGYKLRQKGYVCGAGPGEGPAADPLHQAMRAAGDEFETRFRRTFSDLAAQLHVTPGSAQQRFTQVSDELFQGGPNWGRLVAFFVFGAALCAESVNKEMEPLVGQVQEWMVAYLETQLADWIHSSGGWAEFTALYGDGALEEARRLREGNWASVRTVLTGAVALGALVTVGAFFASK
Bim-Bcl-B: inhibitors of Bim-Bcl-B interaction, human; bead-based flow cytometry, Bim peptide-Bcl-B binding; inhibition, % at 10 µM; actives 0.073% (n = 190,000); Q9HD36; AID 951;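 also: 0% = tracer peptide without compound and 100% = reference inhibitor peptide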
Target sequence (Q9HD36 whole entry, looked up): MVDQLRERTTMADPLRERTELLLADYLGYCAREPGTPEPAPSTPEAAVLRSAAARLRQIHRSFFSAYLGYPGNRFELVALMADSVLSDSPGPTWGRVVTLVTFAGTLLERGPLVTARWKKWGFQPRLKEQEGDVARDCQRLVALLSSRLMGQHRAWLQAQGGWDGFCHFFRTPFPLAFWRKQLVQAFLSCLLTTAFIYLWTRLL
RGS7-Gao reg: human RGS7-Galphao interaction regulation. Multiplexed bead flow cytometry, RGS7-Galphao binding; actives lie on both sides. binding response (% of control), % at 10 µM. P09471. AID 1439. actives 0.35% (n = 220,000); in the data active = binding response below about 49% or above about 150%; inconclusive = no clear call, values can overlap the other calls; inactive = in between;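 also: fluorescent Galphao held in activated GDP-AlF4 state binding bead-coupled RGS7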
ABCB1 inh: human ABCB1 inhibition, ABCG2 as counter-screen. CCRF-Adr cells, JC-1 efflux, flow cytometry. actives 0.067% (n = 190,000). AID 1326. inhibition, % at 6.6 µM. P08183; in the data active = inhibition above about 40%;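 also: 0% = vehicle and 100% = reference inhibitor; higher value means more JC-1 retained so stronger ABCB1 efflux block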
Avidin bead fluor: avidin bead compound fluorescence profile. AID 1775. fluorescence (KMESF) at 10 µM. actives 0.38% (n = 220,000). Avidin beads, compound fluorescence 488/530 nm, flow cytometry; hits give high values; in the data active = fluorescence above about 47; also: inactives centre near 10
Bim-Bcl-2: human Bim-Bcl-2 interaction inhibition | actives 0.06% (n = 190,000) | inhibition, % at 10 µM | Bead-based flow cytometry, Bim peptide-Bcl-2 binding; in the data active = inhibition above about 40%; inconclusive = no clear call, values can overlap the other calls;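 also: 0% = no compound wells with probe peptide and 100% = reference peptide inhibitor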
Target sequence (P10415 whole entry, looked up): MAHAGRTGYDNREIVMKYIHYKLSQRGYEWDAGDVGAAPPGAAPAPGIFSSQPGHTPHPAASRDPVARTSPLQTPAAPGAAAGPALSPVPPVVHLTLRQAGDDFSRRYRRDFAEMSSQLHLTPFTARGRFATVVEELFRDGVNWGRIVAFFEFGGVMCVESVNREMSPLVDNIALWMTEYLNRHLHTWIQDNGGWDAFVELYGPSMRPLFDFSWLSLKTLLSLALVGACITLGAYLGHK
Active calls of the source: *; ? = inconclusive; / = no result given. Rule as the data show it, unless noted: active = inhibition above about 40%.

SMILES	RGS4-Gao reg	Bim-Bcl-XL	ABCG2 block	Bim-Bfl-1	GSH fluor	Bim-Bcl-W	Bim-Bcl-B	RGS7-Gao reg	ABCB1 inh	Avidin bead fluor	Bim-Bcl-2
C=CCSC1=C(C#N)C(c2ccccc2OC)CC(=O)N1 (stereo unspecified)	99	1	1	-1	19	-4	-5	101	0.2	8	-3
O=C(/C=C/c1cccc([N+](=O)[O-])c1)NCc1ccco1	104	-8	17	-7	17	-7	-10	103	0.7	16	-7
CC1CN(C(=O)CN2C(=O)c3ccccc3C2=O)CC(C)O1 (stereo unspecified)	99	0	0	-9	15	0	-4	99	0.6	15	-4
O=C(NCc1ccccc1)C1=C[C@@H](C2CCCCC2)C[C@@H](OCc2ccc(CO)cc2)O1	105	0	17	-3	20	-1	-3	102	7.2	5	-1
CCc1n[nH]c(=S)n1/N=C/c1cc(OC)cc([N+](=O)[O-])c1O	97	-3	-1	7	13	-1	-3	?	-1.3	7	0
CCN(CC)C(=O)C(=O)Nc1ccc(OCc2ccccc2)cc1	101	-1	9	-3	15	-2	0	108	-0.3	8	0
CCOC(=O)c1c(C)oc2ccc(NS(=O)(=O)c3ccc(C(=O)O)cc3)cc12	99	-3	0	-13	19	-5	-1	99	0.1	8	-2
Nc1cccn2c(-c3ccc(Cl)cc3)cnc12	102	-5	-1	-4	12	-3	-3	101	-0.4	11	-3
CC1(C)S[C@@H]2[C@H](NC(=O)C(C(=O)O)c3ccccc3)C(=O)N2[C@H]1C(=O)O (stereo partly specified)	/	0	-3	-1	17	-2	2	/	-0.6	/	-4
CN(c1ccc(C(=O)N2CCCCC2)cc1)S(C)(=O)=O	105	-7	4	-14	23	0	-9	104	-0.3	13	-8
O=C(/C=C/c1ccc2c(c1)OCO2)NCC1CCCO1 (stereo unspecified)	88	-3	3	-6	17	-5	-12	86	0.5	10	-3
O=C(Cn1cccc1C(=O)c1ccccc1)NCCCN1CCOCC1	101	-2	2	-4	15	-3	-4	104	0.4	9	-3
O=C(O)/C=C/C(=O)Nc1ccc(Oc2ccc(NC(=O)/C=C/C(=O)O)cc2)cc1	96	0	-3	2	8	0	-1	92	-0.6	5	2
CCOC(=O)C1CCCN(C(=O)c2ccc3c(c2)OCO3)C1 (stereo unspecified)	89	-4	25	-12	22	-2	-5	91	-0.1	19	-8
CCOCCCNC(=O)C(c1ccc(OC)cc1)N(Cc1cccs1)C(=O)CNC(C)=O (stereo unspecified)	97	-1	2	-6	11	-1	0	101	1.0	11	0
Cc1ccnc(NC(NC(=O)C(C)C)(C(F)(F)F)C(F)(F)F)c1	105	0	2	-1	21	0	2	105	0.9	6	-4
O=C(Nc1nnc(C2CC2)s1)c1ccc(S(=O)(=O)c2ccccc2)cc1	102	-2	0	0	16	-4	-2	101	0.1	9	0
COc1ccccc1NC(=O)Nc1nnc(CC(=O)Nc2ccccc2C)s1	101	0	-7	-3	14	1	-4	?	-1.8	12	0
O=C(Oc1coc(CSc2ncccn2)cc1=O)c1ccco1	96	-5	27	-8	16	-4	-8	?	1.1	10	-4
COC(=O)CN(c1ccccc1C)S(C)(=O)=O	100	3	0	1	14	0	1	105	0.0	32	0
N#C/C(=C\c1ccc(-c2cccc(Cl)c2)o1)C(=O)Nc1cccc2cccnc12	103	5	-1	-13	21	4	-4	98	-0.4	9	-6
CN1CCN(c2nc3c(c(=O)n(C)c(=O)n3C)n2Cc2cccc3ccccc23)CC1	98	-5	1	-11	16	3	-5	96	0.4	7	-4
COc1cccc(C(=O)N(Cc2ccccc2)Cc2cc3cc4c(cc3[nH]c2=O)OCCO4)c1	100	-5	4	1	17	1	-1	102	1.1	15	-1
CCOCC(=O)Nc1c(C)n(C)n(-c2ccccc2)c1=O	105	0	0	-2	31	2	-3	106	0.1	14	0
CC1CCC/C(=N\Nc2ccc(Cl)c(C(=O)O)c2)C1 (stereo unspecified)	98	-1	1	0	6	0	0	83	0.8	1	-3
O=C(O)CCCN1C(=O)C2C3CC(C2C1=O)C1C(c2ccccc2)c2sc(=O)[nH]c2SC31 (stereo unspecified)	99	-6	-4	3	18	-2	-19	97	-1.1	4	0
Cc1cccc(Nc2nc(N)nc(CSc3nccc(C)n3)n2)c1	97	-1	6	-5	53	-1	-3	94	0.6	7	-3
O=C(O)CC1S/C(=N/N=C2CCCCC2)N(c2ccccc2)C1=O (stereo unspecified)	101	-3	2	-2	7	-3	-7	99	0.4	5	-4
O=C(NCCc1ccccc1)c1cc2ncc(Br)cn2n1	99	-1	7	-1	16	-1	-3	103	0.8	11	-1
FC(F)(F)Oc1ccc(NC(=S)NCCCN2CCOCC2)cc1	98	-8	0	-4	11	-3	-29	103	-0.2	10	-2
CCOC(=O)C1CCCN(C(=O)C(C)(C)Oc2ccc(Cl)cc2)C1 (stereo unspecified)	103	-1	1	-3	16	-5	-2	99	1.0	12	-3
CNC(=O)c1ccc(-c2ccc(F)cc2)s1	94	10	0	5	46	6	4	94	0.1	3	3
Fc1cccc(NC(=S)N2CCCC2)c1	100	-4	4	1	9	-2	-6	97	-0.5	3	1
Cc1ccc(-c2noc(CCCN3C(=O)c4ccccc4C3=O)n2)cc1	100	-1	37	-13	26	1	-4	97	2.2	12	-2
COc1cc(SC#N)ccc1N=Cc1c(C)[nH]n(-c2ccc(C)cc2)c1=O	96	7	-13	18	5	6	2	101	-1.7	13	1
O=C(CN1CCN(c2ncccn2)CC1)N(Cc1ccccc1)c1ccc(F)cc1	95	7	2	0	43	-3	-5	96	1.2	8	-1
Cc1cc(-c2ccc(/C=N/n3cnnc3)o2)c([N+](=O)[O-])cc1C	105	0	9	3	16	0	0	102	0.9	17	0
COc1ccc(NC(=O)C2CCN(C(=O)Cc3ccccc3)CC2)cc1OC	106	-3	7	-8	8	-2	-4	108	0.3	26	-5
CC(CNC(=O)CC(C)(C)C)NC(=O)CC(C)(C)C (stereo unspecified)	103	3	0	0	16	0	2	105	0.1	23	-16
CCOCCCNC(=O)c1c(C)[nH]c(C(=O)OCC)c1C	102	-1	2	-1	15	0	-1	102	0.1	13	-5

Full records as entered above. Values in the order: RGS4-Gao reg | Bim-Bcl-XL | ABCG2 block | Bim-Bfl-1 | GSH fluor | Bim-Bcl-W | Bim-Bcl-B | RGS7-Gao reg | ABCB1 inh | Avidin bead fluor | Bim-Bcl-2
CCOCCCNC(=O)c1c(C)[nH]c(C(=O)OCC)c1C in the list: 102 | -1 | 2 | -1 | 15 | 0 | -1 | 102 | 0.1 | 13 | -5
CC(CNC(=O)CC(C)(C)C)NC(=O)CC(C)(C)C (stereo unspecified) in the list: 103 | 3 | 0 | 0 | 16 | 0 | 2 | 105 | 0.1 | 23 | -16
COc1ccc(NC(=O)C2CCN(C(=O)Cc3ccccc3)CC2)cc1OC in the list: 106 | -3 | 7 | -8 | 8 | -2 | -4 | 108 | 0.3 | 26 | -5
CNC(=O)c1ccc(-c2ccc(F)cc2)s1 in the list: 94 | 10 | 0 | 5 | 46 | 6 | 4 | 94 | 0.1 | 3 | 3
O=C(CN1CCN(c2ncccn2)CC1)N(Cc1ccccc1)c1ccc(F)cc1 in the list: 95 | 7 | 2 | 0 | 43 | -3 | -5 | 96 | 1.2 | 8 | -1

(next part)
SMILES	RGS4-Gao reg	Bim-Bcl-XL	ABCG2 block	Bim-Bfl-1	GSH fluor	Bim-Bcl-W	Bim-Bcl-B	RGS7-Gao reg	ABCB1 inh	Avidin bead fluor	Bim-Bcl-2
C=CCNC(=S)NNC(=O)c1ccc(C)c(Cl)c1	97	-4	20	3	16	0	-28	?	0.8	9	-1
COCC1CCCN(Cc2cn(-c3ccccc3)nc2-c2ccc3c(c2)OCO3)C1 (stereo unspecified)	104	0	3	-5	26	3	0	106	1.3	10	1
Cc1ccccc1Cn1ccc(NC(=O)c2cc3nc(-c4ccco4)cc(C(F)(F)F)n3n2)n1	98	2	-5	1	36	4	-2	98	-0.8	9	2
Cc1ccc(S(=O)(=O)NC(CC(=O)NCC2CCCO2)c2ccccc2)cc1 (stereo unspecified)	100	-5	11	-6	17	-2	-6	?	0.7	12	-6
CC(O)/C=C/C1OC(=O)CC1Nc1ccc(C=O)cc1 (stereo unspecified)	95	-4	1	-6	21	-3	-2	96	0.7	6	-5
COc1ccc(C(=O)N[C@H](C(=O)OCC(=O)NC(=O)c2cccn2C)C(C)C)cc1	102	-4	15	-9	15	-4	-6	100	1.1	6	-3
O=C(Cn1cc(C(F)(F)F)ccc1=O)N/N=C/c1ccc(Cl)cc1	94	-8	5	-11	10	-7	-11	93	0.7	11	-11
CCOC(=O)N1CCN(c2ccc(F)cc2[N+](=O)[O-])CC1	100	-4	14	0	19	-3	-6	102	1.8	5	1
Cc1cc(C)n(-c2ncnc3sc4c(c23)CC(C)CC4)n1 (stereo unspecified)	108	4	2	-11	34	-1	-6	111	0.6	14	-11
O=C1CS/C(=C/C(=O)c2cccc(Cl)c2)N1	99	2	38	4	26	1	1	100	2.2	11	1
NC1=NC(=O)C(CC(=O)NCc2ccccc2)S1 (stereo unspecified)	103	-5	0	-4	11	-4	0	103	-0.5	17	-3
Cc1ccc(NCc2ccccc2)cc1	97	-1	7	3	13	-2	0	96	0.2	/	1
Cc1ccc(S(=O)(=O)N(C)CC(=O)OCC(=O)N2CCCC2=O)cc1	104	3	-1	9	15	4	3	108	-0.3	10	0
CN1CCN(C(=O)CSc2nc(-c3ccco3)cc(C(F)(F)F)n2)CC1	102	-3	2	1	13	-3	-1	103	-0.2	10	-1
Cc1cc(C)n2nc(SCc3nnc(SCCCCl)o3)nc2n1	101	-1	2	-2	8	1	-1	102	0.5	20	-4
COc1ccc(S(=O)(=O)NCCC(=O)NCc2ccccc2)cc1	89	-5	1	-31	30	-4	-10	84	0.0	13	-2
CC(=O)c1sc(Nc2ccc(C)cc2)nc1C	101	-4	0	-6	13	-1	-4	96	-0.1	11	-2
COc1cc(/C=C2/SC(=S)N(CC(=O)Nc3nc4ccccc4s3)C2=O)cc(OC)c1OC	103	-6	-9	-16	22	0	-16	102	-0.6	11	-12
CCc1ccc(S(=O)(=O)ON2C(=O)c3ccccc3C2=O)cc1	98	-8	5	36	11	-1	-19	94	1.1	7	5
COc1cc(C2NC(C(=O)O)CS2)ccc1OCc1ccccc1C#N (stereo unspecified)	94	-5	27	-13	34	0	-8	93	0.7	11	-5
CCOC(=O)C1CCN(c2nc(C)nc3c2oc2ccccc23)CC1	102	-2	2	-5	16	0	-3	105	0.4	19	-3
CC1CCc2nc(NCCO)nc(C(F)(F)F)c2C1 (stereo unspecified)	105	-4	3	-3	6	-4	-1	102	0.6	10	-2
CC(C)c1ccc(NC(=O)NC2CC3CCC(C2)N3Cc2cccs2)cc1 (stereo unspecified)	110	-1	4	-6	21	-2	-2	114	1.8	9	0
CN(C(=O)C1CCOC1)c1nnc(-c2ccncc2)s1 (stereo unspecified)	90	1	1	1	27	1	-3	93	-0.2	6	-2
O=C1c2ccccc2C(Nc2ccccc2)N1c1ccc(Cl)cn1 (stereo unspecified)	100	-5	3	-12	27	-2	-8	98	0.6	6	-9
O=C1CC(N2CCN(Cc3ccccc3)CC2)C(=O)N1 (stereo unspecified)	98	-2	18	-4	13	0	-3	91	3.5	9	0

No enrichment for hits. About 1.3% of those tested had a hit in this group.
